COUP-TFII inh = inhibitors of human COUP-TFII (NR2F2). P24468. HEK293T NGFI-A luciferase reporter, luminescence. inhibition, % at 8.6 µM. actives 0.7% (n = 370,000). AID 686940;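 active = inhibition above a per-plate cutoff, mean inhibition of test wells between control levels plus 3 SD, cut at about 38% in these data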;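 also: cells cotransfected with COUP-TFII expression vector driving the NGFI-A reporter; 0% = median of COUP-TF2 test wells and 100% = reporter-only cells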
TROY NFkB inh = inhibitors of TROY-dependent NF-kB signaling; Q293 LMP1-TROYcd NF-kB luciferase reporter, 4 h; inhibition, % at 10 µM; actives 0.98% (n = 360,000); AID 1347056;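 active = compounds whose plate-normalised and pattern-corrected inhibition of the luciferase reporter signal at the single screening dose is 50% or more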
Vif inh = HIV Vif inhibition; HEK293T cells, Vif self-association by quenched fluorescence, imaging, 24 h; inhibition, % at 7.49 µM; actives 0.35% (n = 340,000); AID 602346; in the data active = inhibition above about 50%, passing the limit was not always enough; also: some results filed as inactive read as strong as hits
NR5A2 inv ag = NR5A2 inverse agonism in reporter assay | HEK293T StAR-luciferase reporter, LRH-1 transfected, 24 h | actives 0.13% (n = 360,000) | O00482 | inhibition, % at 3.6 µM | AID 602396;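 active = inhibition above the mean inhibition of all tested compounds plus 3 SD, cut at about 73% in these data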;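 also: 0% = DMSO wells and 100% = reporter-only cells lacking LRH-1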
TRAIL sens C8 = sensitizes caspase-8 expressing cells to TRAIL; NB7+C8 cells + TRAIL, ATPlite viability luminescence; inhibition (viability loss, TRAIL sensitization), % at 10 µM; actives 1% (n = 360,000);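 active = compounds causing at least 50% loss of cell viability in the single-dose screen, relative to plate controls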
NCOA2 inhibitor = human SRC2 (NCOA2) inhibition | Q15596 | inhibition, % at 9 µM | actives 0.17% (n = 370,000) | HEK293 GAL4-SRC2 luciferase reporter, luminescence;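 active = inhibition above the mean inhibition of all tested compounds plus 3 SD, set per campaign, cut at about 52% in these data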;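 also: 0% = DMSO treated cells and 100% = cells given Gossypol at 36 µM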
Target sequence (Q15596 whole entry, looked up, the tested form may be a part): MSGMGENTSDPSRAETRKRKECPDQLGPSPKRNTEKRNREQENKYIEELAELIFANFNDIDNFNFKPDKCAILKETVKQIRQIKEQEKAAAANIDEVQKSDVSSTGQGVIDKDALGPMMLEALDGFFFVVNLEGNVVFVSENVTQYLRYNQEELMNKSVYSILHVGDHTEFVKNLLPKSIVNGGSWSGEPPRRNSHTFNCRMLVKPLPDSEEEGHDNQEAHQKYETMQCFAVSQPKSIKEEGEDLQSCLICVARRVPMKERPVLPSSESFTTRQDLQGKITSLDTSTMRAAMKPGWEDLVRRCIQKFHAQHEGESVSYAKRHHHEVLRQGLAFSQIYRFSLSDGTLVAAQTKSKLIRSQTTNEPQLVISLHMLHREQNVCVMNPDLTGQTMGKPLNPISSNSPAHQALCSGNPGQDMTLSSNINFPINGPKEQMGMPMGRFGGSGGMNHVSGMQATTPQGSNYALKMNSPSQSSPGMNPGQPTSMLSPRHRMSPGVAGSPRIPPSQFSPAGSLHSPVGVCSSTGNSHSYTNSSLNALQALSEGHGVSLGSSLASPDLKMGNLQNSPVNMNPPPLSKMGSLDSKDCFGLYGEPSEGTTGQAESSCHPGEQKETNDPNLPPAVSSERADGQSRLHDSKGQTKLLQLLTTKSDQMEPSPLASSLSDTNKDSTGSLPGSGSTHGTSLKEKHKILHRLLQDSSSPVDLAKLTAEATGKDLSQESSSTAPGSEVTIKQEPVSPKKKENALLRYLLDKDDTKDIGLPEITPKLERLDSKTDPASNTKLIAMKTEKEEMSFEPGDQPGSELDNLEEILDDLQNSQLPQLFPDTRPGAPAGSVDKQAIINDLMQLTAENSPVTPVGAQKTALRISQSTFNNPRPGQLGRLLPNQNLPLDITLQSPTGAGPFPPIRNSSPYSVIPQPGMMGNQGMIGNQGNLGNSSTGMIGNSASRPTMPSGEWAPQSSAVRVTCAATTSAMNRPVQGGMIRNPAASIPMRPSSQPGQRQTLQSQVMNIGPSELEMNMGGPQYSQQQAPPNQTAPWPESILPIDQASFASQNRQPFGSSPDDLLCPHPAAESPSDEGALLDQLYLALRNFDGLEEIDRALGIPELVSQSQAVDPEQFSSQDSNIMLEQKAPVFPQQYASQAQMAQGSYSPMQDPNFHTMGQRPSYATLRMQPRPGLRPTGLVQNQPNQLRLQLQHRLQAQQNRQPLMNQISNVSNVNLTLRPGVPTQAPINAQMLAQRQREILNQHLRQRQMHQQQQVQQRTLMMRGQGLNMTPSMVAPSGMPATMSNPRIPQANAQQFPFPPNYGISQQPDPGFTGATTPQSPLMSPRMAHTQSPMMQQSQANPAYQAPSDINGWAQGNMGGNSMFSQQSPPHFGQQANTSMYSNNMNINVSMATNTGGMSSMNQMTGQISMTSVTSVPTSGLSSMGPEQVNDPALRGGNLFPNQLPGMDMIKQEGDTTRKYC
EBV LMP1 NFkB = inhibitors of Epstein-Barr LMP1-induced NF-kappaB reporter. LMP1-induced NF-kappaB luciferase reporter cells, luminescence. inhibition, % at 12.5 µM. actives 0.69% (n = 350,000). AID 504558; in the data active = inhibition above about 41%;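 also: 0% = neutral control wells and 100% = reference inhibitor control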
NOD2 RIPK2 PPI = NOD2-RIPK2 protein interaction inhibition. CHO BLA complementation NOD2-RIPK2, CCF4 ratio. inhibition, % at 4.98 µM. actives 0.38% (n = 360,000). AID 624267; in the data active = inhibition above about 21%;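 also: 0% = vehicle only and 100% = reference blocker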
NCOA3 inh = inhibitors of human steroid receptor coactivator 3 (SRC3). Q9Y6Q9. HEK293 GAL4-SRC3 luciferase reporter, luminescence. inhibition, % at 3.6 µM. actives 0.17% (n = 360,000). AID 588352;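 active = inhibition above a per-campaign cutoff, the mean of all compounds plus 3 SD, cut at about 60% in these data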;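 also: 0% = DMSO-treated cells and 100% = gossypol-treated cells at 36 µM; higher means less SRC3-driven luciferase light from the GAL4 reporter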
TLR9-MyD88 block = blocks human TLR9 binding to MyD88 | AID 504734 | CHO BLA complementation TLR9-MyD88, CCF4 FRET ratio | actives 0.21% (n = 340,000) | inhibition, % at 4.98 µM;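 active = inhibition above the mean over all tested compounds plus 3 SD, cut at about 21% in these data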;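 also: 0% = DMSO only wells and 100% = clavulanate BLA inhibitor control wells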
SRC1 inh = inhibitors of human steroid receptor coactivator 1 (SRC1); Q15788; HEK293 GAL4-SRC1 luciferase reporter, luminescence; inhibition, % at 3.6 µM; actives 0.12% (n = 360,000); AID 588354;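 active = inhibition above the campaign mean plus 3 SD, with each screening campaign given its own cutoff, cut at about 60% in these data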;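 also: 0% = DMSO treated cells and 100% = gossypol at 36 µM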
* = called active by the depositor; nt = not tested or not shown.

SMILES | COUP-TFII inh | TROY NFkB inh | Vif inh | NR5A2 inv ag | TRAIL sens C8 | NCOA2 inhibitor | EBV LMP1 NFkB | NOD2 RIPK2 PPI | NCOA3 inh | TLR9-MyD88 block | SRC1 inh
CCCNC(=O)CN1CCN(c2cc3ccccc3c(Cl)n2)CC1 | 11 | -58 | -5 | -4 | -2 | 6 | -13 | 1 | 14 | -11 | -14
Cc1nc(-c2cnn(-c3ccccc3)c2)c2cc(C)oc2n1 | 15 | -19 | -11 | 10 | -11 | -3 | 9 | -11 | 15 | 0 | 0
Cc1cccc(Nc2nc(N)c([N+](=O)[O-])c(N3CC(C)OC(C)C3)n2)c1 (centres undefined) | -3 | 31 | -1 | 19 | -7 | 16 | 4 | 2 | 24 | 1 | 7
Cc1cc2cc(CNC(=O)CC(C)C)ccc2n1C | 9 | 9 | -8 | 19 | -17 | -26 | 4 | -13 | -2 | -1 | -18
Cc1ccc(C)c(CN2C(=O)c3ccccc3S(=O)c3ccc(C(=O)N4CCN(c5ccccn5)CC4)cc32)c1 (centres undefined) | -50 | 11 | -12 | 7 | 34 | 2 | 31 | 3 | -19 | -1 | 36
O=C(CNC(=O)c1ccco1)N/N=C/c1c[nH]c2ccccc12 | -3 | 6 | -3 | 18 | 4 | 6 | 0 | -1 | 12 | -9 | 12
COc1cc(C)c(Cl)cc1S(=O)(=O)NCC1CCCO1 (centres undefined) | -7 | -4 | 6 | 5 | -6 | -4 | 5 | -7 | 22 | 4 | -35
CC(C)C(=O)Nc1ccc(NC(=O)c2ccc3c(c2)OCO3)cc1 | -4 | -22 | 4 | -3 | -1 | -19 | -2 | -1 | -18 | 1 | -26
CCOc1ccc(C(C)=O)cc1COC(=O)CNC(=O)c1cccs1 | -12 | 0 | 3 | 2 | -5 | 6 | 2 | 1 | 13 | 1 | 9
Cc1cccn2c(=O)c3cc(C(=O)NC4CCS(=O)(=O)C4)n(Cc4ccccc4)c3nc12 (centres undefined) | 14 | -14 | -3 | 14 | -3 | 12 | 3 | -3 | -11 | -4 | 5
CC(C)OC(=O)C(C#N)c1nc2ccccc2nc1N1CCCC1 (centres undefined) | nt | 0 | 0 | 0 | -12 | nt | 6 | 3 | -8 | -5 | 3
CC(Oc1ccc(C#N)cc1)C(=O)N1CC=C(c2ccccc2)CC1 (centres undefined) | -6 | 20 | -5 | 16 | 11 | 20 | -1 | 1 | 8 | -6 | 3
CCOC(=O)CC1CCCCN1C(=O)CCCn1nnnc1CN1CCC(C)CC1 (centres undefined) | 12 | -6 | -4 | -7 | -7 | 10 | 7 | 0 | 4 | -4 | -11
NS(=O)(=O)c1ccc(CNC(=O)COc2ccc3c4c(c(=O)oc3c2)CCCC4)cc1 | -18 | -4 | 1 | 4 | -10 | -4 | -3 | -15 | -4 | 0 | -11
C[C@@H]1CN([C@@H](C)CO)C(=O)CCCn2nncc2CO[C@H]1CN(C)S(=O)(=O)c1ccc(Oc2ccccc2)nc1 | -5 | 4 | -9 | 18 | 30 | 10 | -7 | -2 | 7 | 3 | -6
COc1ccc(-n2c(C)cc(C(=O)COC(=O)Cc3n[nH]c(=O)c4ccccc34)c2C)cc1 | 10 | 8 | -11 | 18 | 30 | 21 | 14 | 8 | 22 | -1 | 2
O=[N+]([O-])c1c(C(Cl)Cl)nn(-c2ccccc2)c1N1CCOCC1 | 0 | -5 | -2 | 6 | 22 | -8 | 2 | -1 | 7 | -4 | 0
COc1ccc(-n2nnc3c(=O)n(Cc4cccc(C)c4)cnc32)cc1 | 12 | -3 | -3 | 4 | -5 | -14 | 2 | -4 | 10 | 3 | 2
CC(C)=C1C2CCC1C(C(=O)Nc1sc(C)c(-c3ccc(C(C)C)cc3)c1C(N)=O)C2C(=O)O (centres undefined) | 7 | 51* | 3 | -4 | -8 | -26 | 9 | -3 | -14 | 2 | 20
CCC(C#CCN1CCCCC1)(CC)OCCC#N | 18 | 9 | 13 | 15 | -1 | 3 | 0 | 1 | 7 | 1 | 10
Cc1ccc(S(=O)(=O)N2CCCc3ccccc32)cc1C | 22 | 19 | -22 | -12 | -3 | 3 | -11 | 9 | -1 | 9 | 11
NC(=O)CCCCC(=O)OCCCc1cccs1 | 11 | -24 | 4 | 6 | -18 | 15 | 4 | 2 | 19 | 15 | 11
O=C(NCc1cccnc1)c1ccccc1[N+](=O)[O-] | 19 | 3 | -2 | 8 | -2 | 1 | 1 | -6 | 3 | -3 | 8
C#CCOCCOCCOCCNc1nc(N2CCOCC2)nc(N2CCN(C(=O)CCCCCCCCCCNC(=O)[C@@H]([C@H](C)CC)n3cc(CCCCCN)nn3)CC2)n1 | 11 | -2 | 4 | -13 | 11 | -4 | -3 | -9 | 6 | 9 | -25
COC(=O)c1c(C)[nH]c(C(=O)C(C)OC(=O)c2c(C)noc2C)c1C (centres undefined) | 3 | 8 | 16 | 10 | -20 | 5 | 0 | 1 | 14 | -1 | 7
COC(=O)c1ccccc1NC(=O)c1cncc(Br)c1 | -4 | 11 | -1 | -3 | 6 | -15 | 7 | 0 | 13 | 0 | -24
Cc1cc(C)c(C(=O)COC(=O)c2nn(C)c(=O)c3ccccc23)cc1C | 6 | 4 | 4 | 5 | -1 | -11 | -1 | -5 | -6 | -9 | -1
NC(=O)c1c(NC(=O)Cn2cc([N+](=O)[O-])cn2)sc2c1CCCC2 | 6 | -9 | 0 | 1 | -5 | -37 | 2 | -5 | 6 | -3 | 6
CCOC(=O)CSc1nc2cc(C)cc(C)c2cc1C#N | -20 | -54 | nt | -21 | 0 | 0 | -22 | -2 | 6 | -4 | -7
Brc1cccc2sc(N3CCCC3)nc12 | -17 | -27 | -9 | -11 | 2 | -55 | -12 | 1 | -17 | 1 | -19
CCCCCCN1C(=O)C(O)=C(C(C)=O)C1c1ccc(Cl)cc1 (centres undefined) | -5 | -8 | 5 | 9 | 4 | -3 | 2 | -12 | -8 | -1 | 6
CCNc1ccc(C(=O)OCC(=O)N2CCCC2)cc1[N+](=O)[O-] | -9 | -3 | 1 | -6 | 6 | 9 | -4 | -4 | -4 | 6 | -3
C[C@H]1CN(CCc2ccccc2)C(=O)[C@@H]1CC(=O)NCc1ccccc1 | -38 | -38 | 2 | -25 | -4 | -37 | -11 | -7 | -21 | -1 | -12
COC(=O)c1cc(S(=O)(=O)NCC2CCN(CCc3ccc(OC)cc3)CC2)c[nH]1 | 12 | -7 | -3 | 2 | -23 | -1 | -2 | -16 | -1 | 6 | -27
Cc1ccc2c(c1)N(CC(=O)N1CCCCCC1)C(=O)CO2 | -15 | 1 | 5 | 1 | -6 | 26 | 0 | -5 | 22 | 0 | 8
COc1ccc(Cl)cc1N/C(N)=N/c1nc(C)cc(C)n1 | -3 | -5 | nt | 8 | 0 | 33 | -5 | 3 | 2 | -9 | -2
CCCCC(=O)Nc1cccc(C(=O)Nc2ccccc2C(=O)O)c1 | -7 | 24 | 8 | -1 | 6 | 10 | 4 | 3 | 7 | 0 | -6
CC(C)(C)c1ccc(Nc2n[nH]c3ccccc23)cc1 | -48 | 53* | nt | -89 | 45 | -82 | nt | -16 | -62 | nt | -88
O=C(O)C1CCCN(C(=O)c2cccc3ccccc23)C1 (centres undefined) | -12 | -8 | 3 | -2 | -6 | 12 | -12 | -4 | -22 | 0 | 7
COc1ccc(-c2c(-c3ccc(C#N)cc3)oc(=O)c3cc(OC)c(OC)cc23)cc1 | -20 | -2 | 2 | 5 | 7 | -12 | 3 | -1 | -2 | 3 | -6
COc1cccc(OCc2nnc(SCC(=O)N3c4ccccc4Sc4ccc(Cl)cc43)o2)c1 | -6 | -8 | 1 | -1 | -13 | 20 | 4 | -1 | 4 | -5 | -9
CCN1CCN(CCCNC(=O)CS(=O)(=O)Cc2nc(-c3cccc(OC)c3)oc2C)CC1 | -6 | -17 | 6 | -2 | -15 | 11 | 0 | 1 | -22 | -15 | -16
CSCCC(NS(=O)(=O)c1ccccc1F)C(=O)NCc1cccs1 (centres undefined) | -1 | 3 | -3 | -27 | -12 | -25 | -1 | -12 | -21 | 3 | -12
CC1CCCC(NC(=O)C2CCN(S(=O)(=O)c3cccc4nonc34)CC2)C1C (centres undefined) | -9 | 2 | -11 | 10 | -1 | -5 | 0 | -11 | -2 | -2 | 10
CCOC(=O)c1cc2occc2n1CC(=O)N1CCN(C(=O)c2ccco2)CC1 | 11 | 1 | -4 | -4 | -12 | -12 | -2 | -15 | -40 | -6 | -10
Cc1cc(C(=O)N(Cc2nnc(-c3ccc(Cl)cc3)o2)C(C)C)c2ccccc2n1 | 4 | -35 | -9 | -2 | 22 | -19 | -7 | -1 | 5 | -15 | 3
CCOCc1cc(=O)[nH]c(SC)n1 | -3 | -6 | -1 | -16 | -5 | 14 | -3 | -12 | -7 | -1 | -14
CC(=O)Nc1ccc2c(c1)Cc1c(F)cccc1-2 | -41 | -64 | -4 | -99 | -11 | -68 | -25 | -1 | -77 | -1 | -92
Cc1ccc(C(=O)NN2C(=O)C3C4C=CC([C@@H]3C2=O)C42CC2)cc1 (some centres undefined) | -5 | -21 | 6 | 14 | -2 | -19 | -3 | -14 | 9 | -12 | -17
COCC(=O)NCc1nc2ccccc2[nH]1 | -10 | 4 | 7 | -6 | -16 | -22 | 12 | 3 | 15 | 4 | -2
(list continues)
SMILES | COUP-TFII inh | TROY NFkB inh | Vif inh | NR5A2 inv ag | TRAIL sens C8 | NCOA2 inhibitor | EBV LMP1 NFkB | NOD2 RIPK2 PPI | NCOA3 inh | TLR9-MyD88 block | SRC1 inh
CCCCNC(=O)c1ccc2c(c1)N(C)C(=O)c1ccccc1S2 | -7 | 13 | -9 | -9 | 14 | 7 | 3 | -8 | 0 | -13 | -1
CC[C@]12c3[nH]c4ccc(Cl)cc4c3CCN1C(=O)[C@@H](CC(=O)NC(C)(C)C)C[C@@H]2C(=O)N1CCN(C(=O)c2ccco2)CC1 | 2 | 20 | nt | 12 | -3 | -15 | -5 | -25 | 2 | 4 | -4
Cc1c(C(c2ccccc2O)c2c(C)n(C)n(-c3ccccc3)c2=O)c(=O)n(-c2ccccc2)n1C | 17 | 4 | -10 | -2 | 5 | -26 | 14 | -10 | -4 | -12 | -10
CCN(CC(=O)NCc1cccs1)C(=O)COc1cccc(C(F)(F)F)c1 | -4 | 11 | -5 | -6 | 0 | -1 | 2 | -4 | 0 | 0 | -1
c1ccc2c(CNn3cnnc3)cccc2c1 | -10 | -3 | 8 | -11 | -8 | 12 | -2 | -3 | 15 | 4 | -15
CN(C)c1cccc(NC(=O)CCc2ccccc2)c1 | -33 | -47 | 4 | 4 | -14 | 6 | -3 | 9 | -18 | 7 | -26
COc1cccc(NC(=O)CN(C)C(=O)c2cccc(S(=O)(=O)N3CCN(c4ccccc4)CC3)c2)c1 | 0 | -2 | -7 | 8 | 18 | -2 | 9 | -25 | 19 | -3 | 6
c1ccc(Oc2ccc(-c3ccnc4nc(N5CCOCC5)nn34)cc2)cc1 | 16 | -33 | -7 | 15 | 6 | 33 | 14 | -3 | 4 | -5 | -12
CSc1nc(NCc2ccccc2)c2c3c(sc2n1)CN(C)CC3 | -26 | 15 | -9 | 9 | -8 | -37 | -10 | 6 | -26 | -3 | -24

This is a subset; count on the stated rates, not on these rows.
